Compound activity deposited in PubChem by National Center for Advancing Translational Sciences (NCATS).
TRb-SRC2 inh: qHTS for Inhibitors of the Interaction of Thyroid Hormone Receptor and Steroid Receptor Coregulator 2 | Potency, µM (top dose mostly 106 µM), for the others: top-dose activity change, negative = inhibition, hits mostly inhibitors | 0.065% of 280,000 active | TRbeta-SRC2 peptide binding, fluorescence polarization; receptor liganded with 1 µM T3 | AID 1469, 2008;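 note: potency is the fitted concentration of half-maximal effect; plate controls were bound peptide for no effect and peptide without receptor for full effect; nearly all actives have a fitted effect of over 50% in size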
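Each compound concentration gave % activity, normalized to unbound and bound Texas Red SRC2 controls, from polarization read after 5 hr ambient incubation with T3-loaded human TRb LBD.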
NPSR antagonist: qHTS Assay for Antagonists of the Neuropeptide S Receptor: cAMP Signal Transduction; Q6W5P4; CHO-NPSR cells, cAMP TR-FRET, antagonist mode; Potency, µM (titrated, usually from 38.3 µM), inactives show at the highest dose activity change, negative = inhibition, actives largely listed as inhibitors; 1% of 220,000 active; AID 1461, 2008; note: potency is the fitted concentration of half-maximal effect; % is set by controls: 0 for no effect and ±100 for the full control effect; nearly all actives have a fitted effect of over 50% in size; many of its hits are not listed in these tables
TR SRC2 fluor cs: Total Fluorescence Counterscreen for Inhibitors of the Interaction of Thyroid Hormone Receptor and Steroid Receptor Coregulator 2 | TRb/SRC2 Texas Red total fluorescence interference | Potency, µM (doses to about 106 µM), for inactives: at the top dose fluorescence change, negative = quenching | 0.29% of 280,000 active; active = well fitted curve in either direction with a large enough effect; inconclusive = small, poorly fitted or top-dose-only effect; note: potency is the fitted concentration of half-maximal effect; % is set by controls: 0 for no effect and ±100 for the full control effect
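Human TRb ligand-binding domain at 0.6 uM with 20 nM Texas Red SRC2 peptide in Tris buffer containing 1 uM T3 and 5% DMSO, incubated with compound 5 h at ambient temperature. Total fluorescence (555/632 nm) calculated as parallel + 2 × perpendicular.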
Tau FP inhib: qHTS for Inhibitors of Tau Fibril Formation, Fluorescence Polarization | AID 1468, 2008 | Microtubule-associated protein tau (Homo sapiens), P10636 | 0.39% of 280,000 active | Potency, µM (top dose mostly 57.7 µM), for the others: at the highest dose activity, negative = inhibition, usual class: inhibitors | K18 P301L tau heparin fibrillization, Alexa594 FP, 6 h; note: potency is the fitted concentration of half-maximal effect; % is set by controls: 0 for no effect and ±100 for the full control effect; nearly all actives have a fitted effect of over 55% in size
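Human K18 P301L fragment (15 uM unlabeled plus 0.24 uM Alexa 594-labeled) in 100 mM sodium acetate pH 7 with compound, aggregation induced by 20 uM heparin for 6 hr at 37 C. ThT (30 uM) added for 1 hr, then Alexa 594 FP read.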
GLA spleen mod: qHTS Assay for Inhibitors and Activators of Human alpha-Galactosidase From Spleen Homogenate; Alpha-galactosidase A (Homo sapiens), P06280; human spleen homogenate, 4MU-alpha-Gal fluorescence, 40 min; Potency, µM (highest dose often 80 µM), for the others: top-dose activity change, negative = inhibition, most hits filed as inhibitors; 0.008% of 240,000 active; AID 2107, 2009;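 note: potency is the fitted concentration of half-maximal effect; 0% = enzyme with vehicle and -100% = no enzyme basal signal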
Target sequence (P06280 32-429 limits assumed): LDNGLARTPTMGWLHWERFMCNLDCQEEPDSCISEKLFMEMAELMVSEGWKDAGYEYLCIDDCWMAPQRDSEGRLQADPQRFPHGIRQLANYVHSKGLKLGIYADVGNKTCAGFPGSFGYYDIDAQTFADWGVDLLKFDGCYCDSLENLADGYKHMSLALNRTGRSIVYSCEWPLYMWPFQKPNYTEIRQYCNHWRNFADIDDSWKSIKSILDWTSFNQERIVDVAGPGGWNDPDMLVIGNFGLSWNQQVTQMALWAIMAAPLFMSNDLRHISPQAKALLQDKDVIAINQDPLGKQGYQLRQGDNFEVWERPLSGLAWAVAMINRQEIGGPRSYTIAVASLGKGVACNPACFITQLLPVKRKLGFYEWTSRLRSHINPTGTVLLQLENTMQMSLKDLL
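Fluorogenic readout (Ex 365/Em 440 nm) of 4-methylumbelliferone released from 1 mM 4-MU-alpha-galactoside by spleen homogenate, 40 min at 37C, pH 5.0. Data normalized to no-enzyme and enzyme controls; Hill-equation AC50 from compound titrations.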
Tau fluor cs: Counterscreen qHTS for Inhibitors of Tau Fibril Formation, Fluorescence Polarization. 0.93% of 280,000 active. Potency, µM (highest dose often 57.7 µM), for the others: at the top dose activity change, negative = decrease. tau K18 P301L (four-repeat tau fragment) Alexa594 fluorescence, heparin fibrillization. AID 1463, 2008; note: potency is the fitted concentration of half-maximal effect; % is set by controls: 0 for no effect and ±100 for the full control effect; nearly all actives have a fitted effect of over 55% in size
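Human K18 P301L tau (15 uM unlabeled plus 0.24 uM Alexa 594-labeled, final) in 100 mM sodium acetate pH 7 was mixed with compound and 20 uM heparin and incubated 6 hr at 37 C.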
CBFb-RUNX1 inh: qHTS Assay for Compounds Blocking the Interaction Between CBF-beta and RUNX1 for the Treatment of Acute Myeloid Leukemia. Runt-related transcription factor 1 (Homo sapiens) + Core-binding factor subunit beta …. AlphaScreen CBFb-His/RUNX1-biotin binding, biochemical. Potency, µM (series often up to 59.8 µM), for the others: top-dose activity, negative = inhibition, most hits filed as inhibitors. 230,000 tested, under 10 active. AID 1477, 2009; note: % of control where 0% means no effect
Target sequence (Q01196 whole entry, looked up): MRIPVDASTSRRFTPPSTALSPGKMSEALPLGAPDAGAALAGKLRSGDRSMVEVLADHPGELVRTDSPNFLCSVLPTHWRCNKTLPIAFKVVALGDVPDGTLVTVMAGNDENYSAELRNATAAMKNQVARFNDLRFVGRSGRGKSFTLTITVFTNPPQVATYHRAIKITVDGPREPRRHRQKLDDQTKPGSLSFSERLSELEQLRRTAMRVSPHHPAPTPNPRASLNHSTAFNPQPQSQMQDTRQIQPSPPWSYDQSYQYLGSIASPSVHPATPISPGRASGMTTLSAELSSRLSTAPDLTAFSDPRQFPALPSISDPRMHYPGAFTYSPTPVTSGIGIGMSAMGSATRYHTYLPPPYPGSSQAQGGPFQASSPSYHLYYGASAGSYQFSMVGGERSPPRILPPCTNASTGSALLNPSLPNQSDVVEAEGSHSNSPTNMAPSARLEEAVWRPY
Target sequence (Q13951 whole entry, looked up): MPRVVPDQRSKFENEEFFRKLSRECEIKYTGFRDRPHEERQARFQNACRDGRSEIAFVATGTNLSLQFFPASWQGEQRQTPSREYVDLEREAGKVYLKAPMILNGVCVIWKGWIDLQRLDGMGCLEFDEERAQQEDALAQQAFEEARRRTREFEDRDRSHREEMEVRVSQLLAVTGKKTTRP
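CBFb-His/RUNX1-biotin, 30 nM each, preincubated 20 min RT; compound 15 min RT; Ni + streptavidin beads 50 ng each, 90 min RT; AlphaScreen read.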
Epigenetic derep: Quantitative High-Throughput Screen for Regulators of Epigenetic Control. Potency, µM (highest dose often 53.9 µM), without a hit: at the highest dose GFP activation, usual class: activators. murine LDR cells, GFP reporter derepression, 30 h. 0.2% of 280,000 active; note: potency is the fitted concentration of half-maximal effect; % of control where 0% means no effect; nearly all actives have a fitted effect of over 60% in size
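GFP-positive cell count by laser-scanning cytometry (objects 20–120 um) after 30 h, 37 C compound exposure of murine LDR cells; reporter is CMV-GFP integrated at a silenced locus, inducible by HDAC or DNMT inhibitors.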
* = called active by the depositor; ? = inconclusive; . = not tested or not shown; & = joins results of further samples; [ ] = dose if it differs, or a comment. Unless noted, calls come from the whole dose curve; as a rule, active = well fitted curve in the direction sought with a large enough effect; inconclusive = small, poorly fitted or top-dose-only effect, or another doubt; inactive = no such curve, though single readings can be large; an effect the other way counts as inactive or inconclusive. These rows are one share of the data; count on the stated rates, not on these rows.

SMILES | TRb-SRC2 inh | NPSR antagonist | TR SRC2 fluor cs | Tau FP inhib | GLA spleen mod | Tau fluor cs | CBFb-RUNX1 inh | Epigenetic derep
COCCn1c(-c2ccc(C#N)cc2)nc2c1c(=O)[nH]c(=O)n2Cc1ccccc1 | -3% | -16% | -2% | 4% | 1% | -2% | 7% | -1.6%
FC(F)(F)c1ccc(N2CCN(c3ncnc4c3nnn4Cc3ccccc3)CC2)nc1 | 5% | 0%[46.1 µM] | 0% | 3% | 0% | 1% | -1% | -1.0%
CC1(C)CC(C)(O)P(=O)(c2ccccc2)O1 (stereo unspecified) | -8% | -3%[46.1 µM] | -3% | 3% | 3% | -5% | 8% | 0.9%
O=C1CC(c2nc3ccccc3[nH]2)CN1c1cccc(C(F)(F)F)c1 (stereo unspecified) | 7% | 1% | -1% | -12% | -3% | -16% | -2%[2.36 µM] | 4.5%
COCCn1c(C)cc(C(=O)COc2nc3ccccc3nc2C)c1C | -1% | 8%[46.1 µM] | -4% | -7% | 13% | 3% | -4% | 2.0%
Nc1ccccc1S(=O)(=O)Nc1cccc2cccnc12 | -6%&-5% | . | 2%&-1% | . | -1%&-1% | . | 14%&-5% | .
COCCNC(=O)Cn1nc(N2CCN(c3ccccc3OC)CC2)ccc1=O | -10% | . | 0% | -6% | . | 2% | . | -0.8%
Cc1cccc(C=Nc2ccc3c(c2)oc2ccccc23)c1O | 0% | 22% | -1% | -1% | 5% | -4% | -5% | 6.2%
CCn1c(=O)[nH]c2ccccc2c1=O | 0% | -2%[46.1 µM] | 1% | -4% | -1% | -6% | 2% | -1.2%
COc1ccc(-c2[nH]c3ccccc3c2SCCNC(=O)c2ccccc2)cc1 | 12% | -36% | -1% | 2% | -4% | -3% | 1%[2.36 µM] | 1.4%
Nc1nc(-c2cccnc2)nn1C(=O)c1ccco1 | 9% | 1%[46.1 µM] | 0% | 5% | 0% | 12% | -1% | -1.0%
CN1CCN(Cc2nc(Cc3cccc(F)c3)no2)CC1c1ccccc1 (stereo unspecified) | -3% | 8% | -9% | 12% | 5% | 10% | 3% | 0.0%
CC1(C)CC(CCC(=O)NC(=S)Nc2ccccc2Cl)C(=O)O1 (stereo unspecified) | 2% | -2% | -6% | 3% | -2% | -2% | 3% | -1.4%
CC(CN1CCN(C)CC1)OC(=O)c1ccccc1Cl (stereo unspecified) | 1% | 14%[46.1 µM] | -4% | 0% | -13% | 3% | 9% | -0.2%
COc1ccc(OCCC(=O)NCc2ccccc2)cc1 | -20% | -2%[46.1 µM] | -1% | -1% | -10% | -3% | 10% | 0.9%
CCNC(=O)COC(=O)c1ccc(-n2nc(C)cc2C)cc1 | -2% | 14% | 0% | 3% | 2% | 1% | 8% | -1.6%
CS/C(=N\S(=O)(=O)c1cccs1)Nc1ccc(F)c(Cl)c1 | 6% | 0% | -12% | ? | 10% | 1% | 1% | -1.1%
CC/C(=N\NC(=O)Nc1nonc1N)c1ccc(OC)c(OC)c1 | -2% | -12% | 0% | 1% | -18% | 1% | 0% | 1.1%
O=C(/C(=N\Nc1ccccc1)Sc1nnnn1-c1ccccc1)c1ccccc1 | 3% | 0% | -1% | 8% | 0% | -16% | -12% | -1.1%
COc1ccc(C2C(C#N)=C(N)Oc3c2ccc2cccnc32)cc1OC (stereo unspecified) | 5% | 1% | -3% | -1% | 7% | -15% | -15% | 1.1%
CCc1nnc(NC(=O)CSc2nnc(-c3cc4ccccc4cc3O)n2CCOC)s1 | -10% | ? | -4% | -3% | 9% | -21% | 6% | -0.9%
Cc1cc(N2CCCCC2)nc2ccc(NC(=O)c3cccc(Cl)c3)cc12 | -5% | . | -3% | ? | . | 14µM*[quencher] | . | -2.5%
COC(=O)c1cccc(NS(=O)(=O)c2ccc(NC(C)=O)cc2)c1C | -7% | -1%[46.1 µM] | -5% | 1% | 7% | -1% | -3% | 0.0%
Cc1oc(-c2ccccc2Cl)nc1CS(=O)CC(=O)NCc1cccs1 (stereo unspecified) | 1% | -5%[46.1 µM] | 3% | 7% | 4% | -1% | 3% | 0.8%
O=C(Cc1ccccc1F)OCC(=O)N1CCN(C(=O)c2ccco2)CC1 | 4% | 7% | 1% | -2% | -4% | 2% | 0% | 1.6%
COc1ccc(C2CC(=O)Nc3c2c(=O)n(C)c2nc4ccccc4n32)cc1 (stereo unspecified) | 3% | . | 4% | 1% | . | -2% | . | 1.1%
CCN(CC)S(=O)(=O)c1ccc(N2CCOCC2)c(NC(=O)C2COc3ccccc3O2)c1 (stereo unspecified) | 4% | -41% | -2% | 13% | 0% | -3% | -6% | -0.1%
C=CCOC(=O)C(C#N)c1nc2ccccc2nc1N1CCN(c2ccccc2OC)CC1 (stereo unspecified) | -2% | -17%[46.1 µM] | -7% | -4% | -4% | ? | ? | 1.5%
C=CCn1c(SCCN2CCCC2)nc2c([nH]c3ccccc32)c1=O | 1% | -3% | 1% | 2% | 5% | -11% | 2% | -0.1%
CC1=C(C(=O)Nc2ccc(Br)cc2)C(c2ccco2)NC(=O)N1 (stereo unspecified) | -3% | -6%[46.1 µM] | 3% | 4% | 0% | -7% | 0% | 1.8%
COc1ccc(C(=O)NCC(C)CN(C)C)cc1 (stereo unspecified) | -26% | -7%[46.1 µM] | 1% | -6% | 6% | -5% | 1% | -1.0%
O=C(O)c1ccccc1C(=O)NCC(O)c1ccccc1 (stereo unspecified) | 5% | -13% | -6% | 3% | -8% | -3% | 5% | 1.1%
COc1ccc(-c2cc(-c3ccco3)[nH]c(=O)c2C#N)cc1OC | 4% | 32% | -1% | -14% | ? | ? | -9% | -1.6%
O=C(Nc1cccnc1)c1ccc2snnc2c1 | 2% | -1%[46.1 µM] | -3% | 7% | -6% | 0% | -1% | 0.5%
O=S(=O)(c1cc(-c2nnc(-c3ccc(Br)cc3)o2)ccc1Br)N1CCCCCC1 | 1% | 0%[46.1 µM] | -6% | -4% | -2% | -11% | 1% | 0.0%
CC1CCCCN1C(=O)CSc1nnc(-c2ccccc2Cl)o1 (stereo unspecified) | 3% | . | -3% | 2% | . | -8% | . | 1.0%
COc1ccc(NC(=O)CSc2nnc(-c3ccccn3)n2N)cc1 | -11% | -4%[46.1 µM] | -3% | -6% | 3% | -4% | -10% | -0.7%
COc1ccc(CCNC(=O)CCCn2c(=O)c3ccccc3n(CC(=O)Nc3cc(Cl)ccc3C)c2=O)cc1OC | 6% | . | 9% | ? | . | -12% | . | -1.8%
CC(C)(C)C(=O)N1NC(=Nc2ccccc2)SC1(C)C | 10% | -1% | 2% | 4% | -1% | -24% | 10% | 0.0%
Cc1ccc(C)c2[nH]c(=O)c(CN(Cc3cccs3)C(=S)NCc3ccco3)cc12 | -11% | -35% | 2% | -3% | 0% | -15% | -15% | 1.0%
Cc1cc(C(=O)NCCCN2CCN(c3cc(Cl)ccc3C)CC2)n(-c2ccccc2)n1 | 5% | -18%[46.1 µM] | 1% | 2% | -4% | -13% | -4% | 1.0%
Cc1ccccc1-c1cc(-c2ccccc2O)n[nH]1 | -6% | 21%[46.1 µM] | -1% | -4% | -2% | ? | 4% | -1.0%
O=C(O)c1cccc(S(=O)(=O)Nc2ccc3[nH]c(=O)[nH]c3c2)c1 | -1% | 2% | -4% | -12% | 0% | ? | ? | 0.0%
COc1ccc(N(CC(=O)NCc2cccc(OC)c2)S(=O)(=O)c2c(C)noc2C)cc1 | -13% | -17%[46.1 µM] | -2% | 1% | -7% | -7% | 1% | -0.9%
Cc1ccc(/C=N/N2CCN(Cc3cccc4ccccc34)CC2)s1 | -12% | 5%[46.1 µM] | 1% | -4% | -22% | -8% | 5% | -0.9%
O=C(/C=C/c1ccccc1)N1CCN(c2c(Cl)cccc2[N+](=O)[O-])CC1 | 5% | -29% | -2% | 11% | 0% | -14% | 5% | -2.7%
COc1ccnc(Nc2ccc(C)c(C)c2)c1C#N | -16% | 22%[46.1 µM] | -2% | -3% | 4% | -9% | 1% | -0.9%
CCNc1nc(NC(C)CC)nc(Oc2ccc(=O)[nH]n2)n1 (stereo unspecified) | -1% | 1%[46.1 µM] | -4% | -6% | -2% | -10% | 3% | 0.1%
Cc1nc2c(ccc3nc(NC(=O)Cc4ccccc4)sc32)s1 | 7% | -41% | -1% | -11% | 6% | ? | 1%[2.36 µM] | -1.7%
Cc1cccc(NC(=O)c2sc3nc(-c4cc5ccc(O)cc5oc4=O)[nH]c(=O)c3c2C)c1 | -3% | . | 5% | -15% | . | -18% | . | 2.8%
Cc1cc(=O)[nH]c(SCC(=O)Nc2nc3c(s2)CCCC3)n1 | -7% | -12%[46.1 µM] | 2% | 0% | 4% | 1% | -11% | 2.5%
O=C(c1ccc([N+](=O)[O-])cc1Cl)N1CCN(c2ccccn2)CC1 | 2% | -5% | -3% | -7% | 6% | -10% | 3% | -1.0%
O=C(c1ccc2nc(-c3ccccc3)c(-c3ccccc3)nc2c1)N1CCCCC1 | 4% | -53% | -1% | -20% | 4% | -31% | 2% | -1.0%
Cc1noc(C)c1COC(=O)CCc1ccc(S(=O)(=O)N2CCCCC2)cc1 | -8% | -15%[46.1 µM] | -1% | 3% | 0% | -2% | 6% | -0.5%
